Bioassay records from PubChem BioAssay.
Cav3 T inh = human Cav3.2 channel inhibition, primary screen; B-score at 10 µM; Cav3.2-expressing cells, Fluo-4 calcium fluorescence FDSS; hits give low values; O95180; 4% of 100,000 active; AID 449739;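 active = single-dose well whose peak fluorescence ratio is a statistical outlier from its plate by either plate-standardised score or position-corrected B-score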
Target sequence (O95180 whole entry, looked up): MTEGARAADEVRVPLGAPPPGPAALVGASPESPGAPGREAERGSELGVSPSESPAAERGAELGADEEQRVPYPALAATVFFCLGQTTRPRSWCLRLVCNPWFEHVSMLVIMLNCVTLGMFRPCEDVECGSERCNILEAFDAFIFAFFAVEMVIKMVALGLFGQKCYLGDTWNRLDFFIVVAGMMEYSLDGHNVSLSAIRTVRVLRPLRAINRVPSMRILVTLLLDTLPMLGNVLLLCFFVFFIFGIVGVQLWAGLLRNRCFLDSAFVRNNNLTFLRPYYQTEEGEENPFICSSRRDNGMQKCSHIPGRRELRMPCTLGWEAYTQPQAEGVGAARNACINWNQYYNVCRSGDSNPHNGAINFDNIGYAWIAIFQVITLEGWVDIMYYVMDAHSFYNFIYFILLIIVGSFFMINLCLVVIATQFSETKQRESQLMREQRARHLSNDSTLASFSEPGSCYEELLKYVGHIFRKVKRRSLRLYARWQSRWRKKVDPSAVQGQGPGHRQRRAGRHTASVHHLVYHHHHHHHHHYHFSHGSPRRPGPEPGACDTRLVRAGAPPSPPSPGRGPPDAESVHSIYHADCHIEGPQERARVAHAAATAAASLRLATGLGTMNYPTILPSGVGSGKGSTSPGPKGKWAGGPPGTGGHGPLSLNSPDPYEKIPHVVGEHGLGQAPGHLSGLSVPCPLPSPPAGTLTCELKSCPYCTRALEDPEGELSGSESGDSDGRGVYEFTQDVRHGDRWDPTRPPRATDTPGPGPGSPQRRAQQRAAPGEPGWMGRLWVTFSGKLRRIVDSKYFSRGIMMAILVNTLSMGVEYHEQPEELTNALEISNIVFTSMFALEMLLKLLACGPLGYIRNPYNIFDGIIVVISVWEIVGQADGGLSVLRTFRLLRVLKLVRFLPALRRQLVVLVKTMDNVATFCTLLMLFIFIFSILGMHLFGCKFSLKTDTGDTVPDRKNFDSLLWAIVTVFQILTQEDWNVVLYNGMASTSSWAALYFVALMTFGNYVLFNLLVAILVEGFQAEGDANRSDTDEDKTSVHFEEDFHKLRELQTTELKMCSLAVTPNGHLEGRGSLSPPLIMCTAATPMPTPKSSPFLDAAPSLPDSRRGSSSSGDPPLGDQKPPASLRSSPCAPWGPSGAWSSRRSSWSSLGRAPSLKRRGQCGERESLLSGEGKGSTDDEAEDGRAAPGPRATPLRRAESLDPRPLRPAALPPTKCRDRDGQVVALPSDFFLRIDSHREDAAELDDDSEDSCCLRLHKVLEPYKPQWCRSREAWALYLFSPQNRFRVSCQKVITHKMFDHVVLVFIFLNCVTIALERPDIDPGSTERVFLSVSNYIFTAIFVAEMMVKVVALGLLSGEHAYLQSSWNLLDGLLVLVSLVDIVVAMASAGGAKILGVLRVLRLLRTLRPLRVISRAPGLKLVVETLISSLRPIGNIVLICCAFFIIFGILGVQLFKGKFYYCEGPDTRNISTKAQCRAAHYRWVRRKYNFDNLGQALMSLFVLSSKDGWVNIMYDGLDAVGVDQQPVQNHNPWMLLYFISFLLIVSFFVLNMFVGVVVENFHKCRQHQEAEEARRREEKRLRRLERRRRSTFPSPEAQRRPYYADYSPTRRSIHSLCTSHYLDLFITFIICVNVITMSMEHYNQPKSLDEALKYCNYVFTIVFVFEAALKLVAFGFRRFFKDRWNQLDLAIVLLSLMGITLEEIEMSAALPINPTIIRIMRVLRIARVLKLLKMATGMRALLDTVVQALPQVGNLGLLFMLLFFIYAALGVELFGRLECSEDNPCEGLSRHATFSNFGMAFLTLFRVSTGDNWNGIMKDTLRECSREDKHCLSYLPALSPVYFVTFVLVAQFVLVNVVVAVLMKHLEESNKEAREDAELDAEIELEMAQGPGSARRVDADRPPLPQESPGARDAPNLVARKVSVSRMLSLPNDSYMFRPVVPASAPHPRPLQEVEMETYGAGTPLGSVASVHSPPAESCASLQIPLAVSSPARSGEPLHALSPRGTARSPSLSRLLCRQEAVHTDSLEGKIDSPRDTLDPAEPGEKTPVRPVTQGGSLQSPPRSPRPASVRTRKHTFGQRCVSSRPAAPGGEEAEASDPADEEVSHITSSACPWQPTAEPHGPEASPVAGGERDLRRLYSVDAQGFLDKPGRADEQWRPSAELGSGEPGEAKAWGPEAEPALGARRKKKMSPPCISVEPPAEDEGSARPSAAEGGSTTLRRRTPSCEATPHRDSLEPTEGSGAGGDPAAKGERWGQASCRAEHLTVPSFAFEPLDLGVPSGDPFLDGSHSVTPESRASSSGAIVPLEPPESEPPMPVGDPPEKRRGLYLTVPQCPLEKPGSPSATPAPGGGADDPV
Active calls of the source: *. These rows are one share of the data, so the mix of outcomes need not match the whole.

item	Structure	Cav3 T inh
1	COc1c2c(nc3ccccc13)OC(C(C)(O)COC(C)=O)C2 (stereo not given)	0.358
2	CCN1CCCC1Cn1cnc2c([nH]c3cccc(Cl)c32)c1=O (stereo not given)	0.819
3	CN(C)C(=O)N1CCC(C(=O)NCc2ccc3c(c2)OCO3)CC1	0.0173
4	Cc1sc(NC(=O)c2ccco2)c(C(c2cccnc2)N2CCN(c3ccc(F)cc3)CC2)c1C (stereo not given)	-1.33
5	CCc1ccccc1NC(=O)c1ccc(-n2c(C)ccc2C)cc1	-1.4
6	O=C(/C=C/c1ccc(Cl)c(Cl)c1)n1cccn1	0.49
7	CCC(CC)NCc1ccc(OC)cc1OC	0.369
8	COC(=O)CCN(C1CCCCC1)S(=O)(=O)c1ccc(S(=O)(=O)NC2CCCCC2)cc1	-5.86*
9	Cc1ccc(NC(=O)CCN2C(=O)CSC2=O)c(C)c1	0.402
10	CCOC(=O)c1ccc(CNC(=O)Cn2nnc(-c3ccc(C)cc3)n2)o1	-1.57
11	COc1cccc(/C(O)=C2\C(=O)C(=O)N(c3ccccn3)C2c2cccc(OC)c2OC)c1 (stereo not given)	0.798
12	CCc1c(C(=O)NCc2cnn(C)c2)csc1C	-0.154
13	COc1ccccc1CNC(=O)C1CCN(S(=O)(=O)N2CCCCC2)CC1	0.901
14	Cc1cc(=O)[nH]c2c1c(C)nn2C1CCCCC1	0.0618
15	C=CCNC(=O)c1ccc(C)c(Br)c1	1.16
16	Cc1n[nH]c(C)c1N1C(=O)c2cccc3c(N4CCCCCC4)ccc(c23)C1=O	-9.66*
17	COc1ccc2c(C)cc(SCC(=O)N3CCOCC3)nc2c1	0.00313
18	CC1CCN(c2nc(-c3ccccc3)cc(C(F)(F)F)n2)CC1	-0.773
19	CC1=C(C(=O)N2CCN(C(=O)c3ccco3)CC2)C2(CCC(C)CC2)OC1=O (stereo not given)	-2.82
20	CCOC(=O)c1ccc(N=C2NC(=O)CS2)cc1	0.435
21	CC(C)NC(=O)c1ccc(-c2ccc(Cl)c(C(F)(F)F)c2)o1	-0.463
22	Cn1cccc1Cc1nnc(SCC(=O)NCc2ccco2)n1-c1ccc(F)cc1	0.211
23	COCCNC(=O)CCSCc1ccccc1F	0.639
24	Clc1ccccc1-c1cc(COc2ccc3ccccc3c2)no1	-1.58
25	O=C(CCO)c1ccc(O)cc1	0.682
26	CCOc1ccc(N2C(N)=NC(N)=NC2(C)C)cc1	-0.329
27	CCCCN1CCc2c([nH]c3c(C)cccc23)C1=O	-2.2
28	CCC(C)NC(=O)Cn1c(=O)n(-c2ccccc2)c(=O)c2ccc(C(=O)NCc3ccco3)cc21 (stereo not given)	0.185
29	COc1ccc(CC2S/C(=C(\C#N)C(=O)NCc3ccco3)N(c3ccc(C)cc3)C2=O)cc1 (stereo not given)	-0.237
30	CNS(=O)(=O)c1cccc(C(=O)OCc2cc(Cl)cc3c2OCOC3)c1	-4.15*

Ordered by value in Cav3 T inh (largest number first): four of the compounds above
item	Structure	Cav3 T inh
23	COCCNC(=O)CCSCc1ccccc1F	0.639
28	CCC(C)NC(=O)Cn1c(=O)n(-c2ccccc2)c(=O)c2ccc(C(=O)NCc3ccco3)cc21 (stereo not given)	0.185
17	COc1ccc2c(C)cc(SCC(=O)N3CCOCC3)nc2c1	0.00313
27	CCCCN1CCc2c([nH]c3c(C)cccc23)C1=O	-2.2

New compounds follow.
item	Structure	Cav3 T inh
31	Cc1cc(SCC#N)n2nc(C)c(-c3ccc(Cl)cc3)c2n1	0.563
32	O=C(/C=C/c1ccc(O)cc1)OCc1occc(=O)c1O[C@@H]1OC(CO)[C@@H](O)[C@H](O)[C@@H]1O (stereo not given in full)	0.597
33	Cc1ccc2c(Cl)c(C(=O)NCC3CCCO3)sc2c1 (stereo not given)	-0.238
34	CCOc1ccccc1N(CC(=O)Nc1ccccc1C(=O)O)S(C)(=O)=O	0.601
35	O=C(CSc1nnc(CCCO)n1-c1ccccc1)NCCc1ccccc1	0.492
36	O=C(COC(=O)c1cccnc1)Nc1cccc(Cl)c1	-0.0422
37	Cn1c(SCC(=O)NCc2cccs2)nnc1-c1ccc(S(=O)(=O)N2CCCC2)cc1	0.357
38	Clc1ccc(Nc2ncnc3c2cnn3-c2ccccc2)cc1	0.815
39	CCC(C)NC(=O)CS(=O)(=O)Cc1nc(-c2cccc(OC)c2)oc1C (stereo not given)	-0.109
40	Cc1ccc(OCC(=O)N/N=C/c2cccn2C)cc1	0.157
41	CC(NC(=O)c1ccccc1F)C(=O)O (stereo not given)	0.129
42	COCCn1c(SCC(=O)N(C(C)C)C(C)C)nnc1-c1cc2ccccc2cc1O	-1
43	Cn1c(=O)c(-[n+]2ccccc2)c([O-])c2ccccc21	0.841
44	O=C1CCC2(C(=O)O)Sc3ccccc3N12 (stereo not given)	0.126
45	CC1(C)c2[nH]c3ccccc3c2C[C@@H]2C(=O)N(Cc3ccccc3Cl)C(=O)N21	-0.0102
46	Cc1ccc(S(=O)(=O)N(CC(O)CN2C(=O)NC(C)(C)C2=O)c2ccccc2)cc1 (stereo not given)	-0.82
47	Cc1cccc(S(=O)(=O)C(C#N)c2nc3ccccc3nc2N2CC(C)OC(C)C2)c1 (stereo not given)	-2.54
48	CCO[C@@H]1OC(C(=O)NCc2nc3ccccc3[nH]2)=C[C@H](c2csc3ccccc23)[C@H]1CCCO	-1.28
49	CCOc1ccccc1N1CCN(Cc2ccco2)CC1	0.214
50	COc1cccc(N(C(=O)Cn2nnc(-c3cccs3)n2)C(C(=O)NC(C)C)c2ccc(C)o2)c1 (stereo not given)	-0.0824
51	Cc1ccc2cc(CN(Cc3ccco3)S(=O)(=O)c3c(C)ccc4nsnc34)c(=O)[nH]c2c1	0.365
52	CSc1nc2nc3c(c(=O)n2[nH]1)CN(Cc1ccccc1)CC3	-0.318
53	CCOc1ccc(OCC)c(NC(=O)CN(C)S(=O)(=O)c2cnc[nH]2)c1	0.563
54	COc1ccc(/C(C)=C2\SC(=S)N(CCC(=O)O)C2=O)cc1	-1.08
55	COc1ccccc1NCCC#N	0.173
56	Cc1onc(-c2ccccc2Cl)c1C(=O)NCc1nc(-c2ccccc2)no1	-3.46
57	CC1=CC(C)(C)NC(=S)N1c1ccc(C)cc1	0.106
58	C=CCn1c(=N)c(C(=O)OCC)cc2c(=O)n3cccc(C)c3nc21	-0.137
59	Cc1cc(C(=O)Nc2cccc(C(=O)O)c2)oc1C	1.43
60	CC(NC(=O)c1ccncc1)C(c1cccs1)N1CCOCC1 (stereo not given)	0.749
61	CCOc1ccccc1NC1c2ccccc2C(=O)N1c1cccnc1 (stereo not given)	1.54
62	Cc1ccc(S(=O)(=O)n2cnc3ccccc32)cc1	0.855
63	CC(C)(C)c1cc(NC(=O)COC(=O)C2CC2)n(-c2ccccc2)n1	0.209
64	Cc1nc(SCC(O)CCl)c([N+](=O)[O-])[nH]1 (stereo not given)	-0.491
65	O=C(NCCCNc1ccc(C(F)(F)F)cc1[N+](=O)[O-])c1cc(F)c(F)cc1Cl	-3.14
66	O=C(NCCCCCCNC(=O)N1CCCCCC1)N1CCCCCC1	0.73
67	CCCCC(=O)OCC(=O)c1[nH]c(C)c(C(=O)OCC)c1C	-2.69
68	CC1(C)NC(=O)N(c2ccccc2Cl)C1(C)NO (stereo not given)	-0.572
69	Cc1ccc(Oc2ccc(NC(=O)CCC(=O)OCC(=O)c3cccs3)cc2)cc1C	0.0619
70	CNC(=O)C1CC(=O)N(c2ccc(C)cc2)C1 (stereo not given)	-3.77*
71	COc1cc(C=O)ccc1OCCSc1ccc(C)cc1	-2.13
72	Cc1ccc(-c2nnn(C(C)C(=O)N3c4ccccc4CCc4ccccc43)n2)cc1 (stereo not given)	-5.26*
73	CC(C)(C)OC(=O)N1CCNc2ccccc2C1	0.0351
74	O=C(CCSc1ccccc1)Nc1nc2c(s1)COc1ccccc1-2	0.0113
75	Cn1c(CNC(=O)c2ccccc2)nnc1SCC(=O)N1CCN(c2ccccc2)CC1	0.537
76	Cc1nn(-c2ccccc2)c(Cl)c1/C=C/C(=O)c1ccccc1	0.452
77	O=C(CNCC1CCCO1)Nc1ccccc1N1CCOCC1 (stereo not given)	0.82
78	CCc1c(C)nc2nc(NC(C)=O)[nH]n2c1=O	-0.363
79	CC(C)CNC(=O)c1cc(-c2ccc(Br)cc2)on1	0.0437
80	CC(C)(C)n1nnnc1CN(Cc1cccnc1)Cc1ccccc1Cl	0.0583
81	Cc1cccc(CN2C(=O)N/C(=C/c3ccc(C)s3)C2=O)c1	-0.0846
82	COc1ccc(CCNC(=O)C2CCN(C(=O)NC3CCCCC3)CC2)cc1	0.191
83	O=C(NCc1ccc(OC(F)(F)F)cc1)C12CN(Cc3ccccc3)CC1C(c1cccc([N+](=O)[O-])c1)=NO2 (stereo not given)	-3.77*
84	CCOc1ccccc1NS(=O)(=O)c1c(C)noc1C	0.835
85	COc1cc2c3nnc(-c4ccc(F)cc4)c-3cn(Cc3ccc(F)cc3)c2cc1OC	-0.0634
86	Cc1cc(C)c(S(=O)(=O)c2ccccc2)c(N(C)C)n1	-0.0958
87	CC(=O)Nc1nc(COc2ccccc2)cs1	0.0329
88	O=c1cc[nH]c2cccc(Cc3ccccc3)c12	1.16
89	O=C(Cc1c(O)c2ccccc2[nH]c1=O)OC1CCCCC1	-0.0838
90	CCn1c(O)c(C=NCCN2CCOCC2)sc1=S	0.0896

Next entries follow:
item	Structure	Cav3 T inh
91	O=C(N/N=C/c1cccnc1)c1ccc([N+](=O)[O-])cc1	0.145
92	COc1cccc(C(=O)OCn2nnc3ccccc3c2=O)c1OC	0.312
93	COc1ccc(NC(=O)NC2CCN(C(C)C)CC2)c(OC)c1	0.899
94	CC(SC(=S)N1CCOCC1)C(=O)O (stereo not given)	-0.182
95	Cc1ccc(C(C(=O)NCc2ccco2)N(CC2CCCO2)C(=O)Cn2nnc3ccccc32)cc1 (stereo not given)	0.195
96	c1ccc(-n2ncc3c2ncn2cnnc32)cc1	-0.0656
97	CCC/C(O)=C1\C(=O)CC(C)(C)CC1=Nc1ccccc1OC	-1.42
98	CN1C(=O)C2(NCCc3c2[nH]c2ccccc32)c2ccccc21 (stereo not given)	0.708
99	O=C(c1cccc(Cl)c1)N1CCN(C(=O)c2ccccc2F)CC1	1.54
100	COc1cc(NC(=O)Cc2ccc(Cl)cc2)ccc1NC(=O)c1ccco1	0.00476
101	CCOC(=O)C1=C(C)NC(C)=C(C(=O)OCC)C1c1nc2ccccc2[nH]1	0.432
102	CCOC(=O)N1CCN(C(=O)c2ccc(NC(=O)c3ccc(C)cc3)cc2)CC1	-0.542
103	C[C@H](NC(=O)c1nc[nH]c1C(=O)N1CCc2ccccc2C1)C(=O)OCc1ccccc1	0.177
104	CNC(=S)NN(c1ccccc1)c1ccccc1	1.14
105	Cc1cc(C)c2c(=O)cc(C(F)F)oc2c1	-0.39
106	O=C(Cc1cccs1)Nc1nc(-c2ccccc2)cs1	-1.98
107	CCC(C)c1ccc(NC(=S)Nc2ccc(OC)c(OC)c2)cc1 (stereo not given)	-0.459
108	CN1CCN(c2ccccc2NC(=O)Cc2ccc(Cl)cc2)CC1	-1.72
109	COc1ccc(OC)c(S(=O)(=O)Nc2ccc(CC(=O)O)cc2)c1	0.358
110	COc1cccc(C(=O)O/N=C/c2ccc(Sc3ccc(C)cc3)nc2)c1	0.349
111	O=C(O)c1sccc1S(=O)(=O)c1ccccc1	-0.00621
112	COc1ccc(Nc2ncnc3ccccc23)c(OC)c1	0.0781
113	O=c1[nH]c2ccccc2c(=O)n1Cc1ccccc1	1.22
114	Cc1cc(C)nc(NC(=O)c2cccc(Cl)c2)n1	0.334
115	Cc1nccn1CC(O)Cn1c2ccccc2c2ccccc21 (stereo not given)	0.259
116	NC(=O)C1CCN(c2ncnc3c(-c4ccccc4)nsc23)CC1	0.84
117	NC(=NC(=O)c1ccccc1)N1CCOCC1	0.515
118	Cc1nn(C(C)C(=O)O)c2ccccc12 (stereo not given)	0.0024
119	O=C(COc1ccc(/C=N/NS(=O)(=O)c2ccccc2)cc1)NCCc1ccccc1	-0.861
120	CCC(c1nnnn1CC1CCCO1)N(CCCO)Cc1cc2cccc(C)c2[nH]c1=O (stereo not given)	1.11
121	CCOC(=O)CC1COc2ccccc2N1C(=O)c1ccc(C)cc1 (stereo not given)	-1.4
122	CCCCc1nc2ccccc2c(NC(=O)CN2CCCC2)c1CCC	-2.35
123	CNC(=O)c1sccc1SCc1c(Cl)cccc1Cl	-1.56
124	CC1CCc2c(C(=O)NCC3CCCO3)csc2C1 (stereo not given)	0.396
125	Cc1ccc2[nH]c(=O)c(CN(Cc3cccnc3)C(=O)c3ccncc3)cc2c1	0.177
126	CCOC(=O)c1nnc2cc(-c3ccc(Br)cc3)nn2c1C	0.288
127	CCCCC(=O)Nc1ccc(NC(=O)c2ccccc2OC)cn1	0.0294
128	NS(=O)(=O)c1ccc(CNC(=O)C23CC4CC(CC(C4)C2)C3)cc1	0.16
129	Cn1ccnc1SCC(=O)NC1CC1	-0.017
130	Cc1cccc(CCNc2nc3ccccc3n3nnnc23)c1	0.418
131	O=C(O)Cn1nc(C(F)(F)F)c2c1CCCCC2	0.121
132	O=C(NCc1ccccc1)C1(C(F)(F)F)C/C(=C/CCO)CCCO1 (stereo not given)	1.5
133	COC(=O)c1sc(NC(=O)c2oc3ccccc3c2C)nc1C	0.0598
134	Cc1cc2ncn(C3CC(=O)N(Cc4ccc(N5CCCC5=O)cc4)C3=O)c2cc1C (stereo not given)	0.987
135	COc1nc(C)nc(NC(=O)NS(=O)(=O)c2ccc(C)cc2)n1	0.16

Part of the list above, with each value named.
[132] O=C(NCc1ccccc1)C1(C(F)(F)F)C/C(=C/CCO)CCCO1 (stereo not given)
  Cav3 T inh: 1.5
[133] COC(=O)c1sc(NC(=O)c2oc3ccccc3c2C)nc1C
  Cav3 T inh: 0.0598
[134] Cc1cc2ncn(C3CC(=O)N(Cc4ccc(N5CCCC5=O)cc4)C3=O)c2cc1C (stereo not given)
  Cav3 T inh: 0.987
[135] COc1nc(C)nc(NC(=O)NS(=O)(=O)c2ccc(C)cc2)n1
  Cav3 T inh: 0.16
